Compound activity as filed in PubChem.
PfHsp90 yeast 2: growth inhibition of PfHsp90-expressing yeast, primary screen, antimalarial PfHsp90 inhibitor project, S. cerevisiae, BacTiter-Glo luminescence, single point, set 2. hit rate 0.32% among 310,000. BacTiter-Glo ATP, 48 h; yeast lacking PDR1 and PDR3 efflux regulators. inhibition, % at 9.4 µM;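 active = every replicate shows inhibition above about 80%, whatever the replicate mean, limit read from the data; inconclusive = mean inhibition reaches the set limit but some replicate falls short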;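 note: 0% = DMSO neutral controls and 100% = 20 µM radicicol positive controls; yeast relying on Plasmodium falciparum Hsp90 in place of its own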
PvdQ inh: P. aeruginosa PvdQ acylase inhibitors, primary screen, biochemical, fluorescence, plate reader and imaging, single point; PvdQ acylase [Pseudomonas aeruginosa LESB58]; purified PvdQ acylase; inhibition, % at 10 µM; hit rate 0.063% among 340,000; AID 488965, 2010; in the data active = inhibition above about 30%, passing the limit was not always enough; inconclusive = no clear call, values can overlap the other calls;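 note: 0% = vehicle neutral wells and 100% = reference inhibitor wells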
Rtt109 Vps75: inhibitors of C. albicans Rtt109/Vps75 HAT, primary screen, biochemical, ThioGlo CoA-SH fluorescence, plate reader | Histone acetyltransferase RTT109 (Candida albicans (strain SC5314 / ATCC MYA-2876)), … | purified Rtt109/Vps75, 4 h | inhibition, % at 34.9 µM | hit rate 0.16% among 330,000 | AID 540336, 2011;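 active = inhibition of at least 50% in every replicate; inconclusive = best replicate reaches 50% inhibition but some replicates fall short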
Target sequence (Q5AAJ8 whole entry, looked up): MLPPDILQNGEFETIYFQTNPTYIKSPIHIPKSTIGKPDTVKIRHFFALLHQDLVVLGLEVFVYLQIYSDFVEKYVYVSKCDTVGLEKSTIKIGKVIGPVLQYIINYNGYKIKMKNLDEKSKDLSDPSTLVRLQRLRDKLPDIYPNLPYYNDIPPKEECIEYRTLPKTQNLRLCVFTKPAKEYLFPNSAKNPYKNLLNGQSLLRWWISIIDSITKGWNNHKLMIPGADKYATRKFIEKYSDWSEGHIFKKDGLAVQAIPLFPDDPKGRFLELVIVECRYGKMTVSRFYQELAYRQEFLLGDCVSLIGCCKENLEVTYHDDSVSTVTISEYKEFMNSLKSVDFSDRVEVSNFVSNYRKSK
CAL PDZ FP: CAL PDZ peptide-binding inhibitors, primary screen, biochemical, fluorescence polarization, Cer-tagged CAL PDZ, HTS. inhibition, % at 20 µM. AID 504414, 2011. hit rate 0.02% among 330,000. purified CAL PDZ, TMR-peptide fluorescence polarization, 1 h;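 active = highest replicate inhibition of at least 40%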;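 note: plate controls were DMSO neutral control wells for no effect and unlabeled competitor peptide control wells for full effect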
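Test system: tagged CAL PDZ domain / Buffer or medium: sodium phosphate/NaCl buffer pH 7.4 with TCEP, IgG, Thesit / Reagent: TMR-labelled reporter peptide T*-PRC34 bound in PDZ groove / Compound dosing: single point, 20 µM / Schedule: 1 h incubation at room temperature before polarization reading / Technique: fluorescence polarization (mP) / Benchmarks: unlabelled peptide, DMSO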
AddAB inh: growth inhibition of E. coli expressing H. pylori AddAB, primary screen, AddAB inhibitor project, absorbance; hit rate 0.29% among 330,000; inhibition, % at 11.9 µM; AID 435030, 2010; in the data active = inhibition above about 12%;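 note: 0% = vehicle wells of infected cells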
E coli growth: E. coli V3065 growth inhibition, primary screen, counter-screen for AddAB inhibitor project, absorbance, OD600 | AID 449728, 2010 | inhibition, % at 11.9 µM | 18 h | hit rate 0.27% among 330,000;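 active = inhibition above the campaign's mean inhibition across all tested compounds plus 3 SD, cut at about 9.9% in these data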;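 note: uninfected addAB+ strain grown without phage in ampicillin broth; 0% = DMSO wells and 100% = ciprofloxacin 0.95 µg/ml wells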
DAGLB inhibitor: DAGLB lipase inhibitors, primary screen, biochemical, fluorescence, HTS | HEK293T DAGLB membrane lysate, EnzChek fluorogenic substrate | inhibition, % at 5.17 µM | hit rate 0.059% among 340,000 | AID 504411, 2011; in the data active = inhibition above about 34%;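 note: 0% = enzyme with vehicle and 100% = wells lacking enzyme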
Target sequence (Q8NCG7 whole entry, looked up): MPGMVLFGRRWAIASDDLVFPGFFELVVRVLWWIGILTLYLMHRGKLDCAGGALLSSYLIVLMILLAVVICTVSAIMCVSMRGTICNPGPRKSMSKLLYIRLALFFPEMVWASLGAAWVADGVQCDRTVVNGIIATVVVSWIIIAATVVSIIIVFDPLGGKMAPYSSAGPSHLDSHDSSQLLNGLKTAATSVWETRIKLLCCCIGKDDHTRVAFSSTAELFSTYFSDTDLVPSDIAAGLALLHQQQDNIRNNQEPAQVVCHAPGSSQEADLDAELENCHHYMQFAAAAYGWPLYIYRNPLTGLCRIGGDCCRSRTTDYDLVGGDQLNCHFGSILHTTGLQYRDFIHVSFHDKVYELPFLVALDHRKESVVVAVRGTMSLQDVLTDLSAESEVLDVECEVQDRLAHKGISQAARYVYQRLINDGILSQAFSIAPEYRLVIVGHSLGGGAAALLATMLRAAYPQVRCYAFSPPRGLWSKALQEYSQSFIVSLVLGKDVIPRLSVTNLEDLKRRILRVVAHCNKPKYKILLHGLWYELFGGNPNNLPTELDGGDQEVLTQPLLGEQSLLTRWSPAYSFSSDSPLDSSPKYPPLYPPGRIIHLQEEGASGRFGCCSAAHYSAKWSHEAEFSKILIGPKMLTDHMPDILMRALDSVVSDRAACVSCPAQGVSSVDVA
phage Ecoli inh: growth loss of phage-infected E. coli, primary screen, RecBCD inhibitor project, absorbance, with phage, HTS; inhibition, % at 11.9 µM; hit rate 0.26% among 360,000; in the data active = inhibition above about 11%
Tat export inh: E. coli Tat export inhibitors, primary screen, MC4100, TorA-mCherry reporter, fluorescence, single point. inhibition, % at 10 µM. hit rate 0.036% among 340,000. AID 488895, 2010;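 active = mean replicate inhibition at least 50% and at least half of replicates individually reaching 50%; inconclusive = only one of the two criteria met; inactive = neither criterion met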;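 note: exported cargo escapes ClpAP degradation while cytoplasmic cargo is degraded and loses fluorescence; 0% = median of neutral control wells and 100% = median of NaSCN control wells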
Wnt bcat act: Wnt/beta-catenin pathway activators, primary screen, cell-based, plate reader, single point | Wnt/beta-catenin reporter cell assay, activator | activation, % at 9.35 µM | hit rate 1.2% among 300,000 | AID 743398, 2014; in the data active = activation above about 30%, passing the limit was not always enough; inconclusive = no clear call, values can overlap the other calls;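 note: 0% = neutral control wells and 100% = positive control wells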
* marks the source's active call; other numbers are inactive results; ? = inconclusive; nt = not tested or not shown.

SMILES | PfHsp90 yeast 2 | PvdQ inh | Rtt109 Vps75 | CAL PDZ FP | AddAB inh | E coli growth | DAGLB inhibitor | phage Ecoli inh | Tat export inh | Wnt bcat act
CC(C)(CNc1ccc([N+](=O)[O-])cc1C#N)N1CCOCC1 | 19 | 8 | 2 | -0.7 | -1.5 | -0.1 | -2 | 0.5 | -4 | -1
CCOC(=O)c1cnc2ccccc2c1NCCc1ccc(OC)c(OC)c1 | 13 | -6 | 12 | -1.8 | 0.8 | 1.7 | -4 | 1.1 | -3 | -4
COc1ccc(NS(=O)(=O)c2cccc(C(=O)N/N=C/c3ccc(O)cc3)c2)cc1 | nt | -20 | -9 | 12 | 1.0 | 0.1 | -2 | 0.0 | 3 | -1
CCOC(=O)N1CCN(c2ccc(C(=O)CC)cc2F)CC1 | -5 | -9 | 4 | -0.4 | 0.7 | 0.3 | -4 | 1.7 | ? | nt
COc1ccc(C(C)=O)cc1COc1ncnc2ccccc12 | 1 | -12 | 1 | -2.3 | -0.5 | -0.9 | 3 | 2.8 | -3 | 0
Cn1c(N)c(C(=O)COC(=O)Cc2ccc(Cl)c(Cl)c2)c(=O)n(C)c1=O | -2 | -12 | 12 | -1.3 | 0.2 | -0.4 | -2 | 1.2 | -2 | -3
O=c1[nH]c2ccccc2cc1CN(Cc1cccnc1)S(=O)(=O)c1ccc([N+](=O)[O-])cc1 | 2 | -1 | 5 | -2.7 | 1.2 | -0.3 | 2 | 1.4 | 1 | -2
CS(=O)(=O)N1CCC(Oc2ccccc2C(=O)NCCCc2cccnc2)CC1 | -19 | -7 | -3 | -1.1 | 3.7 | 1.0 | -2 | 1.8 | 5 | -1
CCOc1ccc(N(CC(=O)Nc2cccnc2)S(C)(=O)=O)cc1 | -1 | 1 | 0 | 0.5 | 0.2 | -3.1 | -1 | 3.0 | -1 | -5
C/C(CC(=O)Nc1ccc2c(c1)OCO2)=N\NC(=O)C(c1ccccc1)c1ccccc1 | 13 | -2 | 20 | -0.1 | 0.8 | -2.0 | -1 | 6.1 | 0 | -3
O=C(NCC(c1cccs1)N1CCOCC1)c1cccnc1 (stereo unspecified) | 1 | -7 | 7 | -2.8 | 1.5 | 1.6 | 3 | nt | 1 | nt
CN(C)c1ccc(C(=S)N2CCNCC2)cc1 | -4 | -4 | -7 | -1.5 | 1.1 | -0.5 | 0 | 1.6 | 5 | nt
C[C@@H]1CN(C(=O)c2nc3ccc(Cl)cn3c2CN(C)CCc2cnn(C)c2)C[C@H](C)O1 | -22 | -18 | -21 | -1.5 | 2.5 | 1.3 | -2 | 5.7 | -4 | 0
CCOC(=O)CC/C(C)=N\N=C1\SC(CC(=O)O)C(=O)N1c1ccccc1 (stereo unspecified) | -16 | -11 | -20 | -1.4 | 0.8 | -0.2 | -2 | 1.1 | -6 | 3
CS(=O)(=O)NCc1ccc(C(=O)NCc2ccccc2)cc1 | -9 | -10 | 12 | -0.7 | -0.8 | 0.4 | -1 | 1.1 | 0 | -1
Cc1ccc(C(=O)CCS(=O)(=O)c2ccc(Cl)cc2)cc1 | 8 | 4 | 8 | -2.2 | 1.3 | 0.6 | -1 | 0.9 | -11 | 1
CC(C)C(=O)Nc1ccccc1C(=O)N/N=C/c1ccc([N+](=O)[O-])cc1 | 0 | -1 | -6 | 0.1 | 2.0 | 0.8 | -2 | 2.2 | -5 | -6
COc1ccccc1N1CCN(Cc2nc(N)nc(Nc3ccc(C)c(Cl)c3)n2)CC1 | nt | 6 | -5 | nt | -2.7 | -4.4 | 0 | 0.0 | 5 | -9
Cn1nnc(NC(=S)NC(=O)c2cc3ccccc3o2)n1 | 16 | -9 | -1 | -3.0 | 3.8 | 4.3 | 0 | 1.4 | -3 | 28
Cc1c(Cl)ccc2sc(NC(=O)CN3C(=O)c4ccccc4C3=O)nc12 | -21 | -7 | 0 | 0.3 | -0.6 | -1.3 | 2 | 0.5 | -4 | 5

Gathered by group, those above containing a nitro group on carbon (3)
SMILES | PfHsp90 yeast 2 | PvdQ inh | Rtt109 Vps75 | CAL PDZ FP | AddAB inh | E coli growth | DAGLB inhibitor | phage Ecoli inh | Tat export inh | Wnt bcat act
CC(C)(CNc1ccc([N+](=O)[O-])cc1C#N)N1CCOCC1 | 19 | 8 | 2 | -0.7 | -1.5 | -0.1 | -2 | 0.5 | -4 | -1
O=c1[nH]c2ccccc2cc1CN(Cc1cccnc1)S(=O)(=O)c1ccc([N+](=O)[O-])cc1 | 2 | -1 | 5 | -2.7 | 1.2 | -0.3 | 2 | 1.4 | 1 | -2
CC(C)C(=O)Nc1ccccc1C(=O)N/N=C/c1ccc([N+](=O)[O-])cc1 | 0 | -1 | -6 | 0.1 | 2.0 | 0.8 | -2 | 2.2 | -5 | -6

(more compounds)
SMILES | PfHsp90 yeast 2 | PvdQ inh | Rtt109 Vps75 | CAL PDZ FP | AddAB inh | E coli growth | DAGLB inhibitor | phage Ecoli inh | Tat export inh | Wnt bcat act
O=Cc1ccc(Oc2nc(Cl)ncc2F)cc1 | 2 | -6 | -10 | 0.1 | nt | nt | 0 | 1.3 | 0 | 8
CCOCCCNC(=O)C1CCCCN1S(=O)(=O)c1ccc(F)cc1 (stereo unspecified) | 11 | 3 | -9 | -0.4 | 0.3 | -2.7 | 1 | 1.6 | -2 | nt
CC1(C)N=C(/C=N/O)CN1O | -8 | -14 | -4 | -1.0 | 1.4 | -0.6 | -1 | 1.3 | 8 | nt
COc1ccc(CNS(=O)(=O)c2c(C)[nH]c(C)c2C(=O)N2CCCC2)cc1 | 20 | -18 | -2 | -0.5 | 0.8 | 1.0 | 3 | -1.3 | -6 | 1
Cn1ncc2c1ncn1nc(COc3ccc4ccccc4c3)nc21 | -9 | -6 | -17 | -1.0 | -0.2 | -2.0 | 0 | 2.2 | 0 | nt
O=C(NCc1ccc(F)cc1)c1ccc2c(=O)n3c(nc2c1)CCCCC3 | nt | -18 | -2 | -1.6 | 2.8 | -1.8 | 1 | 2.7 | 6 | -4
Cc1ccc(-n2ncc(C(=O)NCC3CCN(C4CCCC4)C3)c2C2CCN(C(=O)OC(C)(C)C)CC2)cc1C (stereo unspecified) | 4 | -10 | -28 | -2.5 | 3.5 | -2.4 | 0 | 2.9 | 8 | -2
O=[N+]([O-])c1cc(-c2nnc(-c3ccccc3)o2)ccc1Oc1ccc(Cl)cc1 | 6 | -7 | -16 | -0.9 | 5.1 | 0.2 | -2 | 2.6 | -2 | 10
Cn1c2c(c(=O)n(C)c1=O)C(NC(=O)C(C)(C)C)(C(F)(F)F)C(=O)N2 (stereo unspecified) | 12 | -8 | -8 | -3.9 | 2.6 | -1.0 | -8 | 1.1 | -4 | 1
O=Cc1sc(=O)n(Cc2cccc(C(=O)O)c2)c1Cl | -4 | -18 | 6 | -0.1 | 1.1 | 2.6 | -1 | 0.3 | -6 | -2
Cn1c(OCc2ccco2)nc2c1c(=O)n(Cc1ccc(Cl)c(Cl)c1)c(=O)n2C | 0 | -16 | 2 | 0.0 | 5.2 | 1.6 | 1 | nt | -6 | nt
CCc1ccc(NC(=O)/C(C#N)=C/c2ccncc2)cc1 | -8 | -4 | -3 | -2.4 | -0.4 | 0.6 | -1 | 0.6 | 3 | 3
Cc1cc2nc(-c3ccc[nH]c3=O)n(Cc3ccccc3F)c2cc1C | 12 | -6 | -5 | -2.5 | nt | nt | 0 | -0.2 | 10 | -1
Cc1ccc(NC(=O)C(OC(=O)c2cnc(C)cn2)c2ccccc2)c([N+](=O)[O-])c1 (stereo unspecified) | -57 | -8 | -4 | -2.9 | 2.4 | 2.3 | -2 | 0.2 | -7 | 3
COc1ccc(NC(=O)C(c2ccc(C)cc2)N(C)C(=O)CC2NC(=O)NC2=O)cc1 (stereo unspecified) | -7 | -10 | 9 | -0.7 | -1.7 | -0.6 | -1 | 1.3 | 7 | nt
Cc1ccc(N=Nc2ccc(O)c3ncccc23)cc1 | -42 | -21 | 0 | 0.5 | -1.1 | 0.3 | 6 | 4.6 | -2 | -7
O=C1NC(NS(=O)(=O)c2ccccc2)(C(F)(F)F)C(=O)N1c1ccc(F)cc1 (stereo unspecified) | -11 | -8 | -14 | -0.6 | -3.0 | 2.3 | -1 | 3.7 | -7 | -1
CC1CCN(S(=O)(=O)c2nnc(NC(=O)COc3ccccc3F)s2)CC1 | 5 | 7 | 10 | -0.3 | 2.0 | -1.3 | 3 | 1.2 | 4 | -1
CCN(CC)S(=O)(=O)c1cccc(C(=O)Nc2cc(C)on2)c1 | -2 | -8 | -3 | -0.3 | 1.3 | -0.7 | -4 | 3.9 | 4 | 1
COc1ccc(Cl)cc1S(=O)(=O)N1CCN(c2ccc(F)cc2)CC1 | 8 | -10 | -12 | -1.7 | 3.0 | -1.0 | -4 | 2.9 | 5 | -5
Cc1c(NC(=O)CCC(=O)N2CCOCC2)c(=O)n(-c2ccccc2)n1C | -3 | -14 | nt | -0.7 | 2.9 | 0.7 | 1 | -0.2 | -4 | nt
O=C(/C=C/c1ccccn1)c1cc(Br)ccc1O | 104* | 3 | 2 | -1.0 | 2.9 | 2.7 | -4 | 0.8 | -6 | -26
Nc1c(-c2ccc3c(c2)OCCO3)oc2ccccc2c1=O | -9 | 5 | -6 | -1.9 | 4.1 | 1.8 | -6 | -1.1 | 1 | 20
C=CCn1c(=O)n(C)c2c(=O)n(C)c(=O)n(C)c21 | nt | 10 | 2 | -0.1 | nt | nt | 0 | 4.5 | -11 | -3
CC1CCCC(C)N1S(=O)(=O)c1ccc(NC(=O)CNC2CCCC2)cc1 (stereo unspecified) | -8 | -4 | -1 | -1.2 | 2.7 | 1.7 | -1 | 1.5 | 15 | -4
CCCCC(c1nnnn1CCOC)N1CCN(Cc2ccccc2)CC1 (stereo unspecified) | -8 | -12 | 0 | 1.6 | -2.7 | -2.6 | -1 | 3.4 | 11 | -5
O=C(CSc1nccc(-c2cccs2)n1)Nc1ccc(Cl)cc1 | 8 | -17 | -7 | -2.8 | 1.6 | 4.5 | -3 | 0.8 | -1 | -2
CCn1c(/C=C/c2c(C)n(CC)c3ccccc23)nc2ccccc2c1=O | -47 | -9 | -2 | -0.9 | 4.5 | -0.7 | -1 | -0.1 | -1 | 0
COc1ccccc1-n1cc(CN2CCN(C3CCCC3)C(CCO)C2)cn1 (stereo unspecified) | 5 | -9 | 0 | -3.3 | 7.1 | 1.9 | -1 | 2.1 | -8 | -4
O=S1(=O)N=C2CCCCCN2C(c2ccccc2)N1 (stereo unspecified) | 20 | -10 | 0 | -0.9 | 4.6 | 1.4 | -2 | 0.6 | 7 | 0
O=c1nc2n(c3ccc(Br)cc13)CCS2 | nt | -7 | nt | -2.5 | -2.7 | 0.1 | 1 | 0.9 | -2 | 1
CC(=O)c1ccc(NC(=O)C(C)N(C)CC(=O)Nc2cccc(F)c2)cc1 (stereo unspecified) | 8 | 1 | -11 | -2.0 | 4.8 | -1.0 | -2 | 1.7 | -3 | -1
